High-throughput results as filed in PubChem BioAssay.
AmpC no deterg – qHTS Inhibitors of AmpC Beta-Lactamase (assay without detergent); P00811; AmpC nitrocefin hydrolysis, absorbance 480 nm, 0.0001% Triton; Potency, µM (highest dose often 57.1 µM), for the others: at the highest dose activity change, negative = inhibition, usual class: inhibitors; actives 0.52% (n = 330,000); AID 485341, 2010;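 note: potency is the fitted concentration of half-maximal effect; plate controls were no compound for no effect and no enzyme for full effect; nearly all actives have a fitted effect of over 20% in size; some results filed as inactive show a strong effect at the top dose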
Target sequence (P00811 whole entry, looked up): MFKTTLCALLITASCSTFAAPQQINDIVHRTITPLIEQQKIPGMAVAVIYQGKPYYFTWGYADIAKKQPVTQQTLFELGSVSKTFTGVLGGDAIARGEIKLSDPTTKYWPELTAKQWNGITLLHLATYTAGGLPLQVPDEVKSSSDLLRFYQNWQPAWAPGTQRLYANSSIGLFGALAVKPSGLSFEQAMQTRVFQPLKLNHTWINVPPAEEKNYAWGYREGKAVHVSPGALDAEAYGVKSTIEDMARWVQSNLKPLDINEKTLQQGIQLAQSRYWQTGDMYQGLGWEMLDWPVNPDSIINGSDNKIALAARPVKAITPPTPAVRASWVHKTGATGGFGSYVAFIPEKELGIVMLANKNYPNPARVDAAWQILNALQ
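20 mM phosphate pH 7.0 + 0.01% (detergent screen) or 0.0001% Triton X-100; 5.3 nM AmpC reagent; cpd preinc 15 min RT; nitrocefin (800 uM stock) to start; A480 q20 s × 4 min; Activity was normalised to no-enzyme and no-compound control wells.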
Sm TGR block – qHTS Assay for the Inhibitors of Schistosoma Mansoni Peroxiredoxins. purified TGR, DTNB reduction, TNB absorbance 405 nm. Potency, µM (top dose mostly 114 µM), inactives show at the top dose activity change, negative = inhibition, hits mostly inhibitors. Schistosoma mansoni thioredoxin glutathione reductase (TGR), Q962Y6. actives 3% (n = 360,000); note: potency is the fitted concentration of half-maximal effect; nearly all actives have a fitted effect of over 60% in size
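First, TGR (20 nM dispensed) and NADPH were mixed with compound. Second, a 15 min room-temperature incubation followed. Third, further NADPH and then DTNB were added to start the reaction. Finally, TNB absorbance was monitored kinetically.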
HCMV inh – qHTS Assay for inhibitors of the human cytomegalovirus (HCMV) | actives 4.5% (n = 410,000) | HFF cells, HCMV-luciferase reporter, 72 h; stronger effect = lower value | activity change, negative = inhibition, % at 57.5 µM | AID 1259415, 2018; in the data active = activity change below about -60%; inconclusive = no clear call, values can overlap the other calls; inactive = above about -39%
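HFF cells seeded 16 h at 37C, treated with compounds, infected with luciferase-reporter HCMV at MOI 1 PFU/cell; luciferase read at 72 h post infection, normalized to buffer-only and Salinomycin controls.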
Tb PYK inh – qHTS of Trypanosoma Brucei Inhibitors; TbPYK enzyme, Kinase-Glo Plus ATP luminescence, 45 min; Potency, µM (series often up to 76.8 µM), for inactives: at the top dose activity, negative = inhibition, most hits filed as inhibitors; actives 0.12% (n = 410,000); note: potency is the fitted concentration of half-maximal effect; nearly all actives have a fitted effect of over 50% in size
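TbPYK + substrate in 50 mM TEA pH 7.2, 100 mM KCl, 10 mM MgCl2, 0.05% BSA, 0.01% Tween-20; cpd pinned; ADP 130 uM final; 45 min RT; Kinase-Glo Plus 10 min; luminescence endpoint.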
AMA1-RON2 inh – qHTS for Inhibitors of AMA1-RON; Towards Development of Antimalarial Drug Lead: Primary Screen; Plasmodium falciparum AMA1 (3D7) - RON2 peptide interaction; AlphaScreen AMA1-biotinylated RON2 peptide binding; Potency, µM (doses to about 58.2 µM), for inactives: at the top dose activity change, negative = inhibition, usual class: inhibitors; actives 0.2% (n = 360,000); AID 720542, 2013;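 note: potency is the fitted concentration of half-maximal effect; 0% = vehicle wells and -100% = peptide control; nearly all actives have a fitted effect of over 45% in size; some results filed as inactive show a strong effect at the top dose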
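AMA1 (3D7) with his tag at 25 nM final met compounds first, then biotinylated RON2 peptide at 25 nM; detection used donor plus acceptor beads, 10 µg/mL apiece, read by AlphaScreen after 30 min at room temperature.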
LmPK inhibitor – qHTS Assay for Inhibitors of Leishmania Mexicana Pyruvate Kinase (LmPK) | AID 1721, 2009 | purified LmPK, Kinase-Glo ATP luminescence, 1 h | actives 0.37% (n = 290,000) | Potency, µM (series often up to 57.5 µM), without a hit: top-dose activity change, negative = inhibition, actives largely listed as inhibitors | Q27686; note: potency is the fitted concentration of half-maximal effect
Target sequence (Q27686 whole entry, looked up): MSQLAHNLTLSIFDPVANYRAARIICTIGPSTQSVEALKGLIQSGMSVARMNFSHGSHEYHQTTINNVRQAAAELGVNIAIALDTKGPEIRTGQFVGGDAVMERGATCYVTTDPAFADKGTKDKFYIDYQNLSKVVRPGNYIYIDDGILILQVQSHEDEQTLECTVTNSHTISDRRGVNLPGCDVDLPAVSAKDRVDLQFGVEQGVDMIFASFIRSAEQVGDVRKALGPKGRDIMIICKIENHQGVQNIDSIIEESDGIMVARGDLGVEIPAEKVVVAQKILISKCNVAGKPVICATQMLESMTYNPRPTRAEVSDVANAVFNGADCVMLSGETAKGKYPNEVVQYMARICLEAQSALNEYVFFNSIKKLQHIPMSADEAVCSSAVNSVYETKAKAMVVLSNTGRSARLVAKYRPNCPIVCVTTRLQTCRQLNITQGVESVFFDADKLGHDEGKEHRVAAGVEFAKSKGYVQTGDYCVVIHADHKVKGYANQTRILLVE
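ATP generated from ADP (0.1 mM) and PEP (0.5 mM) by 0.1 nM LmPK over 1 h at room temperature (pH 7.2 imidazole buffer) was detected by coupled luciferase luminescence. Values were normalized to uninhibited and no-enzyme wells.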
AmpC inh detg – qHTS Inhibitors of AmpC Beta-Lactamase (assay with detergent) | actives 0.041% (n = 370,000) | AID 485294, 2010 | AmpC hydrolysis of nitrocefin, absorbance 480 nm, 0.01% Triton | Potency, µM (top dose mostly 114 µM), inactives show at the top dose activity change, negative = inhibition, hits mostly inhibitors;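 note: potency is the fitted concentration of half-maximal effect; 0% = no-compound wells and -100% = no-enzyme wells; nearly all actives have a fitted effect of over 25% in size; some results filed as inactive show a strong effect at the top dose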
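20 mM phosphate pH 7.0 + 0.01% (detergent screen) or 0.0001% Triton X-100; 5.3 nM AmpC reagent; cpd preinc 15 min RT; nitrocefin (800 uM stock) to start; A480 q20 s × 4 min; Activity was normalised to no-enzyme and no-compound control wells.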
Numbers without * were called inactive; ? = inconclusive; . = not tested or not shown; [ ] = remark or other dose. Unless noted, calls come from the whole dose curve; as a rule, active = well fitted curve in the direction sought with a large enough effect; inconclusive = small, poorly fitted or top-dose-only effect, or another doubt; inactive = no such curve, though single readings can be large; an effect the other way counts as inactive or inconclusive. Unless noted, % is set by controls: 0 for no effect and ±100 for the full control effect.

SMILES	AmpC no deterg	Sm TGR block	HCMV inh	Tb PYK inh	AMA1-RON2 inh	LmPK inhibitor	AmpC inh detg
Cn1c(=O)oc2cc(S(=O)(=O)N3CCCC(C(=O)NCc4ccc5c(c4)OCO5)C3)ccc21 (stereo not drawn)	-1%	-2%	?	-6%	3%	-1%	-1%
COc1ccc(NC(=O)c2cc3c(=O)n(C)c4ccccc4c3s2)cc1Cl	.	-3%	-7	-6%	.	.	-5%
CCC(CC)c1nnc(NC(=O)c2cc([N+](=O)[O-])ccc2N2CCCCC2)s1	-13%	0%	-34	-8%	-19%	-2%	-1%
CCCCOc1ccc(C(=O)Nc2ccc(N3CCN(C(C)=O)CC3)cc2)cc1	-3%	10%	-30	1%	-4%	0%	?
CCOc1ccc(NC(=S)N(CCOC)C(C)c2ccco2)cc1 (stereo not drawn)	-1%	7%	-36	1%	-2%	8%	4%
Cc1ccc(-c2cc3c(n2-c2ccc(C)cc2)CC(C)(C)CC3=O)cc1	.	-15%	-2	4%	.	.	3%
N#Cc1ccc(-c2ccccc2)nc1SCC(=O)c1cc2ccccc2oc1=O	-56%	-11%	68	-15%	45%[activator]	2%	-10%
COc1ccc(Br)cc1CN(C)CC(=O)Nc1cc(Cl)cc(Cl)c1	-8%	3%	-10	-1%	-14%	0%	-8%
O=c1[nH]c2cc3c(cc2cc1CN(Cc1ccco1)C(=S)NCCCN1CCOCC1)OCCO3	167%[activator]	-34%	20	-1%	-18%	1%	-11%
COc1cccc(C(O)c2nc(-c3ccc(N(C)C)cc3)cs2)c1 (stereo not drawn)	.	.	-35	1%	?	.	.
CN(C)c1ccc(NC(=O)c2ccc3nc[nH]c3c2)cc1	-27%	4%	24	-14%	-5%	0%	0%
NC(=O)C1CCN(C(=O)COc2ccc3c(c2)oc(=O)c2ccccc23)CC1	-10%	5%	-22	-7%	3%	0%	?

Five entries from above, set out differently:
mol,AmpC no deterg,Sm TGR block,HCMV inh,Tb PYK inh,AMA1-RON2 inh,LmPK inhibitor,AmpC inh detg
CCCCOc1ccc(C(=O)Nc2ccc(N3CCN(C(C)=O)CC3)cc2)cc1,-3%,10%,-30,1%,-4%,0%,?
CCOc1ccc(NC(=S)N(CCOC)C(C)c2ccco2)cc1 (stereo not drawn),-1%,7%,-36,1%,-2%,8%,4%
Cc1ccc(-c2cc3c(n2-c2ccc(C)cc2)CC(C)(C)CC3=O)cc1,.,-15%,-2,4%,.,.,3%
N#Cc1ccc(-c2ccccc2)nc1SCC(=O)c1cc2ccccc2oc1=O,-56%,-11%,68,-15%,45%[activator],2%,-10%
COc1ccc(Br)cc1CN(C)CC(=O)Nc1cc(Cl)cc(Cl)c1,-8%,3%,-10,-1%,-14%,0%,-8%

New compounds follow.
SMILES	AmpC no deterg	Sm TGR block	HCMV inh	Tb PYK inh	AMA1-RON2 inh	LmPK inhibitor	AmpC inh detg
Cc1cc(C)cc(OCC(=O)NNC(=O)C2CCCO2)c1 (stereo not drawn)	-4%	9%	-34	4%	63%[activator]	-8%	3%
CCN(CC)c1ccc(Nc2nc(N3CCOCC3)c3ccccc3n2)cc1	-10%	-6%	-96*	?	24µM*	5%	0%
O=C(O)CN1C(=O)C2(OCCO2)c2cc(Br)ccc21	.	.	39	0%	4%	.	.
CCCS(=O)(=O)N1CCn2c(nc3ccccc32)C1	1%	-7%	18	-4%	-1%	9%	?
CCCCn1c(N)c(N(CC(C)C)C(=O)C2CCC2)c(=O)[nH]c1=O	-12%	-16%	2	-10%	9%	.	?
Cc1cccc(C(=O)N[C@H](C(=O)NCCc2ccc(Cl)cc2)C(C)C)c1	-10%	-2%	-8	0%	-2%	-2%	?
COc1ccccc1CNC(=O)COC(=O)/C=C/c1ccc(OC(F)F)c(OC)c1	-40%	-1%	-11	1%	12%	.	0%
COc1ccc(CCNC(=O)CCc2c(C)c3cc4c(C)c(C)oc4cc3oc2=O)cc1	.	1%	-16	6%	.	.	0%
COc1cccc(/C(O)=C2/C(=O)C(=O)N(Cc3ccco3)C2c2ccncc2)c1 (stereo not drawn)	-14%	28µM*	-27	6%	-7%	8%	-3%
Cc1cccc(NC(=O)c2cc(-c3ccccn3)nc3ccccc23)c1C	49%	14%	-37	6%	4%	0%	1%
COc1ccc(CCNC(=O)C2CC(c3ccc(C(F)(F)F)cc3)=NO2)cc1 (stereo not drawn)	52%	6%	-28	-9%	-3%	5%	-5%
Cc1ccc(NC(=O)C(Cc2ccccc2)N2Cc3ccccc3C2=O)cc1Cl (stereo not drawn)	.	3%	-32	-10%	.	.	19%
COc1ccc(NC(=O)CN2CCN(S(=O)(=O)c3ccc(F)cc3)CC2)cc1Cl	31%	-7%	-1	0%	9%	1%	-4%
O=C(Nc1nc2ccccc2[nH]1)c1ccc(F)cc1	-29%	12%	74	-29%	-11%	13µM*	?
CCCc1sc(N2CCCC(C(N)=O)C2)nc1-c1ccccc1 (stereo not drawn)	106%[activator]	-16%	87	-5%	2%	2%	-6%
O=C(NCCN1CCCCC1)c1ccco1	-9%	3%	45	-5%	8%	-4%	-1%
CSc1ccccc1NC(=O)C1CC(c2ccccc2O)=NO1 (stereo not drawn)	-36%	-2%	32	2%	11%	-9%	-8%
Cc1cc(C(=O)OCC(=O)Nc2cc(S(=O)(=O)N(C)C)ccc2C)c2ccccc2n1	40%	5%	-21	-1%	-24%	3%	-9%
COc1ccc(-c2nn(-c3ccccc3)cc2C(=O)N(C)CC(=O)Nc2ccc(N3CCOCC3)cc2)cc1	-10%	0%	-38	-7%	11%	.	-7%
O=C1NC(=S)NC1=Cc1ccc2c(c1)CCC2	.	.	-39	-18%	5%	.	.
COc1ccc(CC(=O)Nc2ccc3nc(N4CCCCC4)cc(C)c3c2)cc1	.	-6%	6	2%	.	.	-4%
COc1ccccc1-n1cnnc1SCC(=O)NCc1cccs1	-8%	5%	11	-7%	-5%	0%	2%
COc1cc(C2C(N3C(=O)c4ccccc4C3=O)C(=O)N2c2cccc(C)c2)cc(OC)c1OC (stereo not drawn)	131%[activator]	2%	.	.	.	8%	-2%
COc1ccc(S(=O)(=O)N(C(=O)c2ccco2)c2cc3sc(=O)oc3c3ccccc23)cc1	-50%	-19%	?	?	-25%	-2%	-7%
CCOc1ccc(C(=O)Nc2ccc(NC(=O)c3ccccc3)c(C)c2)cc1[N+](=O)[O-]	-12%	4%	-11	-3%	-8%	9%	5%
COc1ccc2nc(N(Cc3cccnc3)C(=O)c3ccco3)sc2c1	.	5%	54	3%	.	.	-2%
COc1cc(O)c(C(CC(=O)N2CCCC(C)C2)c2cc(OC)c(OC)c(OC)c2)c(OC)c1 (stereo not drawn)	81%[activator]	-6%	13	-5%	4%	5%	-3%
COc1ccc(N2CCN(C(=O)c3cn(CC(C)C)c(=O)c4c3c3ccccc3n4C)CC2)cc1	.	7%	-6	2%	.	.	-8%
COc1ccc(NS(=O)(=O)c2cc(NC(=O)C3=NN(c4ccccc4)C(=O)CC3)ccc2OC)cc1	100%[activator]	.	4	1%	-2%	.	.
Cc1ccc(CN2CC(=O)N3[C@H]4c5cc(Cl)ccc5OC[C@@H]4[C@H](c4ccccc4)[C@]3(C)C2=O)cc1	-4%	2%	-8	2%	-5%	.	-3%
C=CCNC(=O)COc1ccc(S(=O)(=O)NC2CCCCC2)cc1	-6%	6%	-3	-13%	4%	-5%	-9%
CCCCOC(=O)c1ccc(NC(=S)NC(=O)c2c(Br)c(C)nn2C)cc1	-17%	-3%	-64*	2%	11%	1%	0%
C[C@H](CO)N1C[C@H](C)[C@@H](CN(C)C(=O)C2CCCCC2)OCc2cnnn2CCCC1=O	.	.	2	1%	4%	.	.
Cn1c(CO)cnc1S(=O)(=O)Cc1ccc([N+](=O)[O-])cc1	?	28µM*	17	3%	29%	0%	1%
Cn1c(Cc2cccs2)nnc1SCC(=O)Nc1ccc(F)cc1F	-7%	-1%	-3	-3%	-5%	.	-12%
CN(Cc1cnn(C)c1)C(=O)C1CCC(=O)N(Cc2ccc(Cl)cc2)C1 (stereo not drawn)	-7%	0%	-33	1%	6%	1%	-3%
Cc1ccc(C(=O)Cn2c(C)cc(C)c(C#N)c2=O)cc1	-13%	0%	-13	-2%	47%[activator]	3%	-12%
COc1ccc(OC)c(C(C(=O)NC2CCCCC2)N(C(=O)c2ccccn2)c2cccnc2)c1 (stereo not drawn)	29%	14%	53	-2%	2%	0%	6%
CN(C)c1ccc(/C=C(\NC(=O)c2ccccc2)C(=O)N/N=C/c2ccc(C(=O)O)cc2)cc1	-24%	5%	0	-18%	4%	1%	-8%
O=C(Nc1ccc(N2CCCC2)cc1)C(Cl)c1ccccc1 (stereo not drawn)	-4%	?	.	?	?	-19%	-7%
Cc1ccc[n+](CC(=O)Nc2nc3ccccc3s2)c1	-8%	.	11	3%	0%	-2%	3%
Cc1c(C(=O)OC2CCCC2)[nH]c2c1C(=O)CC(c1ccco1)C2 (stereo not drawn)	-29%	-34%	-95*	-4%	-22%	2%	?
COc1cc(CC(=O)OCC(=O)Nc2cccc([N+](=O)[O-])c2)cc(OC)c1OC	-29%	-12%	-8	0%	-11%	0%	-7%
O=C(c1ccccc1)N1CCN(CC(O)COc2ccc(Br)cc2)CC1 (stereo not drawn)	188%[activator]	-4%	21	5%	5%	5%	6%
Cc1ccc(C)n1CCN1CCN(C(=O)CC#N)CC1	165%[activator]	-3%	?	4%	-1%	0%	10%
Cc1ccc(S(=O)(=O)N(C)c2ccc(C(=O)NCc3ccccc3F)cc2)cc1	-22%	-1%	-4	-4%	-18%	.	0%
CSc1ccc(/C=C(\NC(=O)c2ccc(C)cc2)C(=O)NN)cc1	21%	15%	5	-3%	103%[activator]	0%	2%
CN(C)S(=O)(=O)c1ccc(C(=O)OCn2nnc3ccccc3c2=O)cc1	10µM*	0%	14	-1%	-8%	3%	1%
Cc1ccc(/C=N/NC(=O)c2nnn(-c3nonc3N)c2CSc2ccccc2)s1	-25%	-1%	-20	-4%	12%	-8%	2%
COc1ccc(N2CC(NC(=O)C3CCCC3)CC2=O)cc1 (stereo not drawn)	.	5%	68	-2%	.	.	4%
